TLR9-MyD88 inh: blocks human TLR9 binding to MyD88 | Q9NR96+Q99836 | CHO BLA complementation TLR9-MyD88, CCF4 FRET ratio | inhibition, % at 4.98 µM | hit rate 0.21% among 340,000;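 active = inhibition above the mean over all tested compounds plus 3 SD, cut at about 21% in these data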;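 also: 0% = DMSO only wells and 100% = clavulanate BLA inhibitor control wells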
NCOA1 inh: human NCOA1 inhibition | Q15788 | HEK293 GAL4-SRC1 luciferase reporter, luminescence | inhibition, % at 3.6 µM | hit rate 0.12% among 360,000;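 active = inhibition above the campaign mean plus 3 SD, with each screening campaign given its own cutoff, cut at about 60% in these data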;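 also: 0% = DMSO treated cells and 100% = gossypol at 36 µM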
NCOA2 inhibitor: human SRC2 (NCOA2) inhibition | Q15596 | HEK293 GAL4-SRC2 luciferase reporter, luminescence | inhibition, % at 9 µM | hit rate 0.17% among 370,000;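 active = inhibition above the mean inhibition of all tested compounds plus 3 SD, set per campaign, cut at about 52% in these data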;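 also: 0% = DMSO treated cells and 100% = cells given Gossypol at 36 µM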
EBV LMP1 NFkB: inhibitors of Epstein-Barr LMP1-induced NF-kappaB reporter; LMP1-induced NF-kappaB luciferase reporter cells, luminescence; AID 504558; hit rate 0.69% among 350,000; inhibition, % at 12.5 µM; in the data active = inhibition above about 41%;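 also: 0% = neutral control wells and 100% = reference inhibitor control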
COUP-TFII inh: blocks human COUP-TFII nuclear receptor | inhibition, % at 8.6 µM | HEK293T NGFI-A luciferase reporter, luminescence | P24468 | hit rate 0.7% among 370,000 | AID 686940;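 active = inhibition above a per-plate cutoff, mean inhibition of test wells between control levels plus 3 SD, cut at about 38% in these data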;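 also: cells cotransfected with COUP-TFII expression vector driving the NGFI-A reporter; 0% = median of COUP-TF2 test wells and 100% = reporter-only cells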
MC4R ag barr: agonists of human melanocortin 4 receptor (MC4R) beta-arrestin | hit rate 0.98% among 360,000 | activation, % at 8.9 µM | AID 540308 | U2OS MC4R beta-arrestin complementation, luminescence; percent of melanotan II response, DMSO zero | P32245;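 active = activation above a per-plate cutoff, the mean activation of sample wells on that plate plus 3 SD, cut at about 8% in these data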
NR5A2 inv ag: inverse agonists of human LRH-1 (NR5A2). O00482. HEK293T StAR-luciferase reporter, LRH-1 transfected, 24 h. inhibition, % at 3.6 µM. hit rate 0.13% among 360,000;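 active = inhibition above the mean inhibition of all tested compounds plus 3 SD, cut at about 73% in these data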;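 also: 0% = DMSO wells and 100% = reporter-only cells lacking LRH-1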
NCOA3 inh: inhibitors of human steroid receptor coactivator 3 (SRC3); HEK293 GAL4-SRC3 luciferase reporter, luminescence; hit rate 0.17% among 360,000; inhibition, % at 3.6 µM; AID 588352; Q9Y6Q9;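 active = inhibition above a per-campaign cutoff, the mean of all compounds plus 3 SD, cut at about 60% in these data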;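 also: 0% = DMSO-treated cells and 100% = gossypol-treated cells at 36 µM; higher means less SRC3-driven luciferase light from the GAL4 reporter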
MC4R antag cAMP: antagonists of human melanocortin 4 receptor (MC4R); P32245; MC4R-expressing cells, MTII-stimulated cAMP, LANCE TR-FRET; inhibition, % at 6.5 µM; hit rate 0.48% among 360,000; AID 540295;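 active = inhibition above its plate's cutoff, the mean of tested wells on that plate plus 3 SD, cut at about 29% in these data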;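 also: 0% = Melanotan II alone and 100% = Melanotan II plus saturating MCL0020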
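Assay system: U2OS-MC4R stable cell line; Also added: Melanotan II; Technique: Eu-cAMP/anti-cAMP TR-FRET, emission 671 nm; Times: 30-min compound, 1-h challenge, 1-h detection, room temperature.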
NOD2-RIPK2 inh: NOD2-RIPK2 protein interaction inhibition; O43353; CHO BLA complementation NOD2-RIPK2, CCF4 ratio; inhibition, % at 4.98 µM; hit rate 0.38% among 360,000; in the data active = inhibition above about 21%;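 also: 0% = vehicle only and 100% = reference blocker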
ABHD5-PLIN5 inh: inhibitors of human ABHD5-perilipin-5 interaction; Q00G26+Q8WTS1; Split G. princeps luciferase complementation, luminescence, 4 h; inhibition, % at 4 µM; hit rate 0.78% among 360,000;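 active = inhibition above the mean inhibition across every tested compound plus 3 SD, cut at about 22% in these data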;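 also: 0% = DMSO only wells and the 100% control is not disclosed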
Starred values were filed as active, the others as inactive; nt = no result given.

SMILES	TLR9-MyD88 inh	NCOA1 inh	NCOA2 inhibitor	EBV LMP1 NFkB	COUP-TFII inh	MC4R ag barr	NR5A2 inv ag	NCOA3 inh	MC4R antag cAMP	NOD2-RIPK2 inh	ABHD5-PLIN5 inh
NS(=O)(=O)c1ccc(CNC(=O)C2CCCCC2)cc1	-8	4	-4	1	-38	-1.5	8	14	1	-11	-4
Cc1ccccc1NC(=O)Cn1nnc(C(=O)NCc2ccco2)c1N	3	-24	11	3	4	-1.5	9	13	5	-7	2
Cc1ccc(-c2nnn(CC(=O)N(c3ccc4c(c3)OCCO4)C(C(=O)NCC3CCCO3)c3ccc(F)cc3)n2)o1 (configuration not stated)	8	4	15	-2	6	1.8	8	7	2	2	-2
Cc1cccc(OCC(=O)N2CCN(C(=O)COc3ccc(Cl)cc3)CC2)c1	-1	14	11	-3	11	0.7	14	11	9	11	4
CCCCOc1ccccc1C(=O)NCCCCCC(=O)O	5	-11	0	0	-4	0.5	-11	12	3	1	-4
Cn1cc(CCC(=O)NC2CC2)c2ccccc21	2	1	2	1	-2	-1.0	-3	15	-1	0	0
O=C(Nc1ccc(CN2CCCCC2)cc1)Nc1ccc(Br)cc1Cl	1	-2	-33	-19	-9	-2.0	7	6	-4	1	20
CCn1cc(C(=O)O)c(=O)c2cnc(N3CCN(C(=S)NC(=O)c4ccc(F)c(F)c4)CC3)nc21	-4	-2	1	-40	4	-0.2	-3	-15	15	-1	15
COc1ccc(S(=O)(=O)N2CCCC(C(=O)N3CCOCC3)C2)cc1OC (configuration not stated)	-1	9	-14	-2	6	0.6	6	-3	16	-3	6
O=C1COc2ccc(S(=O)(=O)N3CCCCC3)cc2N1	-3	1	-12	-1	-5	1.0	10	-2	3	-8	-8

The last five records of the section above open the next one:
SMILES	TLR9-MyD88 inh	NCOA1 inh	NCOA2 inhibitor	EBV LMP1 NFkB	COUP-TFII inh	MC4R ag barr	NR5A2 inv ag	NCOA3 inh	MC4R antag cAMP	NOD2-RIPK2 inh	ABHD5-PLIN5 inh
Cn1cc(CCC(=O)NC2CC2)c2ccccc21	2	1	2	1	-2	-1.0	-3	15	-1	0	0
O=C(Nc1ccc(CN2CCCCC2)cc1)Nc1ccc(Br)cc1Cl	1	-2	-33	-19	-9	-2.0	7	6	-4	1	20
CCn1cc(C(=O)O)c(=O)c2cnc(N3CCN(C(=S)NC(=O)c4ccc(F)c(F)c4)CC3)nc21	-4	-2	1	-40	4	-0.2	-3	-15	15	-1	15
COc1ccc(S(=O)(=O)N2CCCC(C(=O)N3CCOCC3)C2)cc1OC (configuration not stated)	-1	9	-14	-2	6	0.6	6	-3	16	-3	6
O=C1COc2ccc(S(=O)(=O)N3CCCCC3)cc2N1	-3	1	-12	-1	-5	1.0	10	-2	3	-8	-8
Oc1cccc(C(=S)N2CCC(Cc3ccccc3)CC2)c1	-1	-23	-16	2	12	10*	3	3	0	-1	-4
COc1ccc(-n2c(=S)[nH]c3cc(C(=O)NCc4cccnc4)ccc3c2=O)cc1	-9	-8	-6	-8	8	-2.1	12	-5	4	-14	4
CCc1ccccc1S(=O)(=O)Cc1ccc(C(=O)NCC2CCCO2)o1 (configuration not stated)	-5	-1	-13	-3	-20	0.2	2	7	1	-12	10
Cc1ccc(S(=O)(=O)NC(CC(=O)NCc2ccco2)c2ccco2)cc1 (configuration not stated)	-3	-8	-27	6	16	-0.9	2	1	11	-2	7
Cc1ccc(OCc2nnc(SCC(=O)N3CCOCC3)n2C)cc1	-4	-7	3	-6	10	-2.8	7	-20	1	-2	-5
O=C(CNC(=O)c1[nH]cnc1C(=O)NC(c1ccccc1)c1ccccc1)OCc1ccccc1	-10	-6	-14	1	6	-0.8	-15	-10	12	-7	1
CCc1nc(N[C@@H](Cc2c[nH]c3ccccc23)C(=O)O)c2oc3ccccc3c2n1	-1	-20	-29	0	-4	-1.8	-27	1	6	5	3
COc1ccc(Cl)cc1NC(=O)C1CCCN(c2cc(C)nc3ncnn23)C1 (configuration not stated)	1	0	4	11	-1	-2.1	-16	-6	-53	-18	-4
O=C(Nc1ccc2c(c1)CCO2)Nc1nnc([C@H]2C[C@H](O)[C@@H](CO)O2)s1	nt	5	-27	nt	-12	0.4	-4	2	11	9	-3
COc1ccc(/C=N/Nc2ccc([N+](=O)[O-])cc2S(=O)(=O)N2CCN(C)CC2)cc1	10	4	-2	-2	-19	-1.2	11	-5	-1	5	6

Only part of the results is shown; count on the stated rates, not on these rows.
